Bioassay records as filed in PubChem BioAssay.
GLP1R cytotox – cytotoxic in the GLP-1 receptor inverse agonist counter-screen | HEK293 cAMP-luciferase reporter cells, luminescence, 24 h | hit rate 0.13% among 410,000 | Potency, µM (doses to about 38.3 µM), for the others: at the highest dose activity change, negative = inhibition, actives largely listed as inhibitors | AID 624418;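 note: loss of luciferase light is scored as toxicity; % is set by controls: 0 for no effect and ±100 for the full control effect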
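Step one: seed cells (200 cells/uL, DMEM with 10% Nu serum, 1% pen-strep). Step two: 12-hour incubation at 37 deg C. Step three: pin 23 nL compound, incubate 24 hr. Step four: add luciferase reagent, read luminescence 12 min later.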
GLP-1R agonist – activates the human GLP-1 receptor; P43220; HEK293 GLP-1R CRE-luciferase, luminescence, 4-6 h; cells express a hypersensitive GLP-1R form; Potency, µM (doses to about 45.6 µM), without a hit: at the highest dose activation, hits mostly activators; hit rate 0.007% among 380,000; AID 624172; note: % of control where 0% means no effect
Target sequence (P43220 whole entry, looked up): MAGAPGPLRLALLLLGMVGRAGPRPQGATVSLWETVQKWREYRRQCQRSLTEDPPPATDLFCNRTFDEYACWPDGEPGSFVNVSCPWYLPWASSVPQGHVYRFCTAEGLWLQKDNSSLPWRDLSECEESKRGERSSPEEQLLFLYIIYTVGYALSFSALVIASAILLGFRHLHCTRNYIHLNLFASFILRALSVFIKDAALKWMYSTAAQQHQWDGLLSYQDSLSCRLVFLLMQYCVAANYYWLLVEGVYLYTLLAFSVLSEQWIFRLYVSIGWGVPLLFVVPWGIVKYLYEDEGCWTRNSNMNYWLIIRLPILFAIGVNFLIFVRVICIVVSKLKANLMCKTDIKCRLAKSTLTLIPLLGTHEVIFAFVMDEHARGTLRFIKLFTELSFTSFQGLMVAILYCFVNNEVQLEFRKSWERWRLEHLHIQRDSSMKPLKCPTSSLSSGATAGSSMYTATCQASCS
KB-3-1 cytotox – KB-3-1 parental cell cytotoxicity; hit rate 1.4% among 400,000; Potency, µM (series often up to 46.1 µM), for the others: at the top dose activity change, negative = cytotoxic, hits mostly cytotoxic; AID 1347075; KB-3-1 viability, CellTiter-Glo ATP luminescence, 72 h; note: % is set by controls: 0 for no effect and ±100 for the full control effect; nearly all actives have a fitted effect of over 60% in size
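Cytotoxicity measured as CellTiter-Glo luminescence after 72 h at 37 C. Compound titrations were pinned onto drug-naive KB-3-1 parental adenocarcinoma cells grown in DMEM with 10% FBS, and normalized data fitted to concentration-response curves.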
KB-V1 cytotox – kills drug-selected multidrug resistant KB-V1 cells. KB-V1 MDR cells viability, CellTiter-Glo, 72 h. Potency, µM (top dose mostly 46.1 µM), for inactives: top-dose activity change, negative = cytotoxicity, hits mostly cytotoxic. hit rate 3.4% among 400,000. AID 1347076; note: % is set by controls: 0 for no effect and ±100 for the full control effect; nearly all actives have a fitted effect of over 60% in size
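Compound-treated KB-V1 multidrug-resistant cells, 72 h, 37 degrees C; viability by CellTiter-Glo. Fitted qHTS curves give the values.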
TDP43 rescue – TDP-43 toxicity inhibition in yeast; TDP-43 expressing yeast growth rescue, BacTiter-Glo, 24 h; hit rate 1.8% among 410,000; Potency, µM (series often up to 46.1 µM), inactives show top-dose growth rescue (activation), hits mostly activators; note: % of control where 0% means no effect; nearly all actives have a fitted effect of over 50% in size
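Cell-based yeast growth screen: TDP-43 expression induced in galactose, inoculum OD600=0.02 after raffinose pregrowth to mid-log. Read-out BacTiter-Glo luminescence at 24 hr, 30 deg C; inhibition of toxicity seen as signal increase.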
HT1080 IDH1KD tx – kills HT-1080 cells with IDH1 knockdown | HT-1080 IDH1 knockdown viability, ATP luminescence, 48 h | AID 686971 | hit rate 2% among 360,000 | Potency, µM (series often up to 46.1 µM), without a hit: at the top dose activity, negative = toxicity, most hits filed as cytotoxic;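 note: 0% = DMSO wells and -100% = cell-free medium wells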
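IDH1KD HT-1080 cells, 750/well, RPMI + 5% FBS; compound pinned after 2 h settling; 48 h, 37 °C; CellTiter-Glo luminescence; % activity normalised to DMSO and no-cell wells; curves fitted, classed by r2 and efficacy.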
HT1080-NT tox – kills 2HG-producing HT-1080-NT fibrosarcoma cells; hit rate 1.6% among 360,000; Potency, µM (titrated, usually from 46.1 µM), for inactives: top-dose activity, negative = less viability, hits mostly cytotoxic; HT-1080-NT fibrosarcoma viability, CellTiter-Glo ATP luminescence, 48 h;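 note: NT is the 2HG producing partner of a matched IDH1 knockdown line; 0% = DMSO-treated cells and -100% = media-only wells without cells; nearly all actives have a fitted effect of over 55% in size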
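Compounds were tested in concentration-response format on HT-1080-NT cells for 48 hours at 37 degrees C. Cell viability came from CellTiter-Glo luminescence; curves were classified by r2, response magnitude and activity.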
GLP1R inv ag – GLP-1 receptor (human) inverse agonism; P43220; Potency, µM (highest dose often 38.3 µM), inactives show top-dose activity change, negative = inhibition, hits mostly inhibitors; HEK293 GLP-1R CRE-luciferase, luminescence, 24 h; GLP-1R form is constitutively active; hit rate 1.6% among 410,000; AID 624417; note: % is set by controls: 0 for no effect and ±100 for the full control effect; nearly all actives have a fitted effect of over 55% in size
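Seeding at 200 cells/uL, 12 h culture, 24 hr compound treatment, then luciferase reagent and a luminescence read; cells are HEK293 stably expressing a constitutively active GLP-1R plus cAMP-responsive luciferase.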
SW480 rereplic – induces DNA re-replication in SW480 colon adenocarcinoma cells | SW480 DNA re-replication, Hoechst DNA content imaging, 48 h | Potency, µM (series often up to 46.1 µM), without a hit: at the highest dose re-replication activation, most hits filed as activators | hit rate 1.8% among 340,000; note: % of control where 0% means no effect; nearly all actives have a fitted effect of over 55% in size
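DNA re-replication was detected as more nuclei of elevated Hoechst intensity after 48 hr exposure to compound (23 nL pinned per well of 250 cells).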
Starred values were filed as active, the others as inactive; ? = inconclusive; / = no result given; [ ] = another dose, or the depositor's remark. Calls come from the whole dose curve; as a rule, active = well fitted curve in the direction sought with a large enough effect; inconclusive = small, poorly fitted or top-dose-only effect, or another doubt; inactive = no such curve, though single readings can be large; an effect the other way counts as inactive or inconclusive. Potency is the fitted concentration of half-maximal effect. This is a random part of the collection; about 9.4% have a hit in one of these screens.

SMILES	GLP1R cytotox	GLP-1R agonist	KB-3-1 cytotox	KB-V1 cytotox	TDP43 rescue	HT1080 IDH1KD tx	HT1080-NT tox	GLP1R inv ag	SW480 rereplic
CS(=O)(=O)N1CCC(C(=O)NCc2ccc(Cl)cc2)CC1	7%	5%	-2%	13%	-13%	2%	0%	19%	-22%
Cc1ccc(NC(=O)c2sc3nc(-c4cc5ccccc5oc4=O)[nH]c(=O)c3c2C)c(C)c1	-5%	/	6%	?	11%	/	/	1%	/
COc1ccc(S(=O)(=O)Oc2cc(C(=S)N3CCOCC3)ccc2OC)cc1	-8%	5%	-1%	1%	-3%	-5%	-1%	-23%	-5%
O=C(O)C1=NOC(CNC(=O)c2ccccc2Cl)C1 (centres undefined)	-7%	8%	5%	19%	1%	14%	14%	8%	17%
CCN1CCC(Nc2ccnc3cc(Cl)ccc23)CC1	-27%	5%	30%	29%	-1%	13%	-9%	-38%	1%
O=C(CCc1ccc(S(=O)(=O)N2CCOCC2)cc1)OCC(=O)c1ccccc1	6%	8%	5%	26%	1%	9%	7%	-8%	-1%
CN(C)c1nc(N/N=C\c2ccc(Cl)c([N+](=O)[O-])c2)nc(Nc2ccc(F)cc2)n1	-13%	-13%	-2%	-23%	9%	?	?	-12%	?
Cc1cc(-c2ccccc2)nc(N(C)NC(=O)c2ccc(Cl)cc2)c1S(C)(=O)=O	-11%	-20%	-23%	?	-11%	-1%	-7%	-7%	1%
CCOc1ccc(C(=O)NC(C(=O)NCCc2ccc(OC(F)F)cc2)C(C)C)cc1 (centres undefined)	2%	10%	-4%	-5%	-14%	-11%	-5%	?	13%
COc1ccc(S(=O)(=O)N2CCCCC2)cc1NC(=O)COc1ccccc1	3%	6%	2%	-13%	10%	-4%	-2%	5%	0%
COc1cc(C(C)=O)ccc1OCC(=O)Nc1ccccc1N1CCCC1	-4%	5%	-1%	-28%	?	-10%	-19%	2%	-1%
O=C(NCc1cccc(Cl)c1)c1cccn1-c1nnc(N2CCCC2)s1	-10%	/	10%	1%	13%	/	/	-9%	/
C=CCNc1nc(Cl)nc(Nc2ccccc2)n1	2%	30%	10%	1%	17%	-5%	1%	49%[activator]	-4%
COc1cc(OC)c(NC(=O)N2CC3CCCN3c3ccccc32)cc1Cl (centres undefined)	11%	/	-7%	-18%	19%	/	/	?	/
COc1ccc(-c2nc(-c3ccccc3)[nH]c(=O)c2C#N)cc1	13%	4%	-29%	-12%	-21%	-9%	1%	23%	-18%
O=C(CSc1nc2ccccc2nc1Cc1ccccc1)Nc1ccccc1C(F)(F)F	-1%	0%	0%	13%	10%	/	/	-15%	/
COc1ccccc1CC(=O)NCCc1ccc(S(N)(=O)=O)cc1	5%	0%	-1%	-3%	0%	12%	9%	9%	10%
Cc1ccc(NC(=O)c2ncn(-c3ccccc3)n2)cc1Cl	-8%	/	-4%	2%	8%	/	/	17%	/
CCOC1=C2[C@@H](CN(S(=O)(=O)c3ccc(C)cc3)[C@H]2c2ccccc2F)[C@H]2C(=O)NC(=O)[C@H]2C1	6%	0%	0%	13%	8%	9%	16%	23%	/
CC(Oc1ccc(F)cc1)C(=O)N(Cc1ccccc1)c1c(N)n(Cc2ccccc2)c(=O)[nH]c1=O (centres undefined)	4%	-15%	10%	0%	18%	1%	4%	-15%	1%
CCN(CC)C(=O)CSc1nnc2cc(C)c3ccccc3n12	1%	3%	-6%	-26%	24%	7%	7%	40%[activator]	-10%
COc1ccc(N(CC(=O)Nc2cccc(SC)c2)S(C)(=O)=O)cc1	-3%	8%	-2%	0%	3%	3%	-4%	-9%	2%
CCN(C(=O)CSc1nnc(-c2ccccc2C)n1C)c1c(N)n(Cc2ccccc2)c(=O)[nH]c1=O	-6%	-13%	10%	13%	4%	4%	8%	15%	-1%
O=C(NNC(=O)c1ccc(Br)s1)c1cccc(S(=O)(=O)N2CCCC2)c1	4%	7%	-11%	-18%	14%	0%	2%	-22%	-1%
COc1cccc(C2C(C(=O)NCc3ccccc3)=C(C)Nc3ncnn32)c1 (centres undefined)	0%	-10%	9%	-12%	19%	3%	1%	0%	-11%

(more compounds)
SMILES	GLP1R cytotox	GLP-1R agonist	KB-3-1 cytotox	KB-V1 cytotox	TDP43 rescue	HT1080 IDH1KD tx	HT1080-NT tox	GLP1R inv ag	SW480 rereplic
Cc1ccc2c(c1)C1CN(C)CCC1N2S(=O)(=O)c1cc(C(F)(F)F)ccc1Cl (centres undefined)	-5%	-6%	9%	?	-8%	-13%	-23%	?	?
COC(=O)[C@H](Cc1ccccc1)NC(=O)[C@@H]1C[C@H]1[C@@H](NC(=O)OCc1ccccc1)c1ccccc1	-7%	-3%	-5%	-11%	-9%	-4%	-27%	1%	-1%
CS(=O)(=O)N1CCc2cc(S(=O)(=O)NCCNS(=O)(=O)c3ccc4c(c3)CCN4S(C)(=O)=O)ccc21	-7%[7.66 µM]	3%	5%	7%	-4%[9.22 µM]	?	12%	0%[7.66 µM]	1%
COc1ccc(CCNC(=O)c2c(C)nn(-c3ccccc3)c2Cl)cc1	1%	14%	/	/	?	9%	-9%	?	-6%
Cc1cc(C)cc(Cn2cc(CN3CC(N4CCN(CCO)CC4)CS3(=O)=O)nn2)c1 (centres undefined)	-9%	1%	12%	-3%	-2%	3%	-1%	21%	/
O=C1CCCc2c1cnc1ncnn21	1%	3%	14%	3%	-4%	21%	-6%	18%	-11%
Cc1ccc(Cl)cc1NC(=O)C1CC1c1ccccc1 (centres undefined)	-9%	9%	-2%	0%	?	4%	-1%	?	1%
Cc1ccc(C2NC(=O)c3ccccc3N2)c(C)c1 (centres undefined)	-43%	8%	3.7µM*	5.8µM*	0%	18µM*	7.3µM*	?	?
COc1ccc2oc(C(=O)OCC(=O)Nc3ccc(C(=O)N(C)C)cc3)c(C)c2c1	-6%	16%	21%	?	26%	27%	20%	12%	-5%
CCCCN(C)C(=O)CN1C(=O)c2cccnc2Oc2ccc(Cl)cc21	0%	/	10%	-1%	12%	/	/	7%	/
CC(NC(=O)c1ccccc1Cl)c1nnc(SCC(=O)Nc2ccc(C(=O)O)cc2)n1C (centres undefined)	-10%	-6%	0%	13%	7%	13%	21%	6%	-1%
C=CCNC(=O)c1cccc(OC2CCN(CC(C)(C)C)CC2)c1	3%	-6%	-19%	3%	-12%	4%	3%	-8%	1%
COc1ccc(CSC(=S)NNc2ccccc2)cc1	?	17%	?	-10%	0%	13µM*	?	?	/
CC1Cc2ccccc2N1CC(=O)NC(=O)NC1CCCCC1 (centres undefined)	-12%	8%	-7%	-1%	24%	-3%	6%	?	-10%
O=C(Cn1cnc2scc(-c3ccc(Br)cc3)c2c1=O)N1CCOCC1	4%	4%	17%	-6%	8%	-3%	-6%	5%	-2%
CCS(=O)(=O)c1cc([N+](=O)[O-])c(Sc2ccccc2NC(C)=O)s1	0%	0%	?	-22%	-32%[inhibitor]	-8%	-1%	-16%	39%
CC(C)(Oc1ccc(Cl)cc1)C(=O)NC1CCCCC1	23%	0%	-19%	-21%	8%	-1%	-1%	?	2%
Cc1ccccc1Nc1nc(N)nc(CSc2nnnn2C)n1	16%	2%	2%	-29%	-9%	-3%	-4%	-9%	-10%
COc1ccc(NC(=O)CSc2nc3ccsc3c(=O)n2CCC(=O)O)cc1	-22%	-6%	2%	23%	15%	3%	5%	-3%	/
CCNC(=S)Nc1ccc(NC(=O)c2ccccc2O)cc1	-6%	-1%	0%	-5%	1%	9%	9%	-21%	-12%
CCC(C(=O)Nc1nnc(-c2ccco2)s1)c1ccccc1 (centres undefined)	-16%	-26%	18%	12%	13%	-21%	-20%	16%	0%
Cc1cc2nnc(SC(C)C)n2c2ccccc12	0%	30%	?	?	?	0%	1%	44%[activator]	-2%
COc1ccc(-c2nn(CC(=O)NCCc3ccccc3)c(=S)n2C)cc1	-6%[1.53 µM]	-8%	?	16µM*	6%	-26%	-9%	-14%	-4%
O=C(C1=C[C@H](c2coc3ccccc3c2=O)C[C@H](OCc2ccc(CO)cc2)O1)N1CCOCC1	9%	-5%	7%	-8%	15%	0%	2%	4%	-1%
CCCCN1CC(N2CCN(C)CC2)CS1(=O)=O (centres undefined)	1%	-2%	0%	-6%	7%	9%	8%	2%	/

Sorted by molecular weight (low to high): 3 of the compounds above
SMILES	GLP1R cytotox	GLP-1R agonist	KB-3-1 cytotox	KB-V1 cytotox	TDP43 rescue	HT1080 IDH1KD tx	HT1080-NT tox	GLP1R inv ag	SW480 rereplic
CCCCN1CC(N2CCN(C)CC2)CS1(=O)=O (centres undefined)	1%	-2%	0%	-6%	7%	9%	8%	2%	/
O=C(Cn1cnc2scc(-c3ccc(Br)cc3)c2c1=O)N1CCOCC1	4%	4%	17%	-6%	8%	-3%	-6%	5%	-2%
Cc1cc(C)cc(Cn2cc(CN3CC(N4CCN(CCO)CC4)CS3(=O)=O)nn2)c1 (centres undefined)	-9%	1%	12%	-3%	-2%	3%	-1%	21%	/

Next section:
SMILES	GLP1R cytotox	GLP-1R agonist	KB-3-1 cytotox	KB-V1 cytotox	TDP43 rescue	HT1080 IDH1KD tx	HT1080-NT tox	GLP1R inv ag	SW480 rereplic
Oc1ccc2ccc3cccc[n+]3c2c1	341%[activator]	3%	26%	20%	-1%	-1%	5%	15%	-1%
COc1ccc(N2CCN(C(CNC(=O)C(=O)NCc3ccc4c(c3)OCO4)c3ccco3)CC2)cc1 (centres undefined)	9%	-3%	-16%	?	-22%	-8%	-5%	-38%	-8%
CC1(C)CC(=O)C=C(Nc2ccccn2)C1	0%	-5%	0%	14%	22%	3%	-1%	0%	1%
CS(=O)(=O)Cc1ccc(C(=O)NNC(=O)c2cc(-c3ccccc3)n[nH]2)cc1	12%	-6%	2%	0%	25%	12%	11%	-13%	0%
O=S(=O)(c1ccc(-n2cnnn2)cc1)N1CCC(N2CCCCC2)CC1	4%	-1%	6%	10%	25%	6%	-6%	18%	36%
COc1cccc(S(=O)(=O)Nc2ccc(C(=O)N3CCN(C(=O)c4ccco4)CC3)cc2)c1	4%	-16%	9%	28%	-1%	0%	-3%	-2%	-5%
